Screening results (PubChem BioAssay)
Glyco luc inh = N-linked glycosylation inhibition; D54 ERlucT glycosylation luciferase reporter, 24 h; percent of 100 nM tunicamycin response; reporter increase, % at 12.5 µM; 0.23% of 360,000 active; AID 588692;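 active = mean luciferase reporter signal, scaled so untreated is 0 and the glycosylation-blocking control 100, at or above a set limit in every replicate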;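 note: luciferase carries N-glycosylation sites so blocking glycosylation raises the light; 0% = median of neutral control wells and 100% = median of 100 nM tunicamycin wells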
m5-HT2A agonist = mouse HTR2A agonism via beta-arrestin recruitment; activation, % at 7.6 µM; 0.66% of 360,000 active; CHO-K1 mHTR2A beta-arrestin complementation, luminescence; percent of 30 µM serotonin response; P35363; AID 624169;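 active = activation above a run cutoff, the mean activation of all tested compounds plus 3 SD, cut at about 14% in these data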;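 note: 0% = plate median of compound wells and 100% = 30 µM serotonin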
ABHD5-PLIN5 inh = blocks binding of human ABHD5 to perilipin-5. Split G. princeps luciferase complementation, luminescence, 4 h. inhibition, % at 4 µM. 0.78% of 360,000 active. AID 602281. Q00G26+Q8WTS1;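 active = inhibition above the mean inhibition across every tested compound plus 3 SD, cut at about 22% in these data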;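 note: 0% = DMSO only wells and the 100% control is not disclosed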
H9c2 protect = modulators protecting cardiomyocytes from myocardial damage; H9c2 cardiomyocytes, H2O2 injury protection, ATPLite, 2 h; protection from H2O2 cell death, % at 20 µM; 0.63% of 360,000 active;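 active = compounds giving at least 50% protection of heart cells from peroxide-induced death in the single-dose screen, raw or plate-pattern-corrected value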;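 note: 0% = DMSO wells with peroxide and 100% = DMSO wells without peroxide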
ABCB6 inh 2 = inhibitors of human ABC transporter ABCB6; K562-ABCB6 porphyrin accumulation, flow cytometry, 1 h; hits give low values; AID 602162; Q9NP58; 0.19% of 360,000 active; fluorescence ratio to DMSO, % at 10 µM;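 active = fluorescence ratio to DMSO below 75%, the collection mean minus 3 SD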;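 note: signal is porphyrin accumulated inside mitochondria; 100% equals median channel fluorescence of DMSO control wells; lower ratio means ABCB6 inhibition with less porphyrin fluorescence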
Target sequence (Q9NP58 whole entry, looked up): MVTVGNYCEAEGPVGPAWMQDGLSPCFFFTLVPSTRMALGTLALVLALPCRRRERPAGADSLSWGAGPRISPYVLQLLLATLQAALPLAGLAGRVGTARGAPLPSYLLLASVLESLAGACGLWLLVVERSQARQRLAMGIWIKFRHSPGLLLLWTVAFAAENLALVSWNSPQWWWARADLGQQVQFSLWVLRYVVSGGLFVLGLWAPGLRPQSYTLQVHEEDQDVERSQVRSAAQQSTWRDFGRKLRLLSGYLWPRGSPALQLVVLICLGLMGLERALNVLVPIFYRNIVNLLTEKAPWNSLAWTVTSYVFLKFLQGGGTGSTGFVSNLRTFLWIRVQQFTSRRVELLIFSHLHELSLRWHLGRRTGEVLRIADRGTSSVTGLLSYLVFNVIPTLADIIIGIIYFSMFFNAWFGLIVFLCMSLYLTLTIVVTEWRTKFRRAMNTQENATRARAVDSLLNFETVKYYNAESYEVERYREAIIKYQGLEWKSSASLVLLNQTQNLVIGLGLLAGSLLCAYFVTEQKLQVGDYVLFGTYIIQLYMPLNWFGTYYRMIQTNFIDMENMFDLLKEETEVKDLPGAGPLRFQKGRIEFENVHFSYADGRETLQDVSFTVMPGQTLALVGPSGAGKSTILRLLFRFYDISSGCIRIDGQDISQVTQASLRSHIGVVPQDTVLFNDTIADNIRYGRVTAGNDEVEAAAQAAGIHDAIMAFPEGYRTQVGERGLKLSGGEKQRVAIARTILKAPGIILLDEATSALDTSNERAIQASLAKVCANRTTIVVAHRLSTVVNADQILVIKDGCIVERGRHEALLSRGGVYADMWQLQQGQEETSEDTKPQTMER
MC4R antagonist = blocks human MC4R cAMP signaling. 0.48% of 360,000 active. MC4R-expressing cells, MTII-stimulated cAMP, LANCE TR-FRET. P32245. AID 540295. inhibition, % at 6.5 µM;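 active = inhibition above its plate's cutoff, the mean of tested wells on that plate plus 3 SD, cut at about 29% in these data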;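 note: 0% = Melanotan II alone and 100% = Melanotan II plus saturating MCL0020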
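Assay system: U2OS cells stably expressing human melanocortin 4 receptor (MC4R) / Dosing: 6.5 µM / Timing: compound 30 min, challenge 1 h, detection 1 h / Measured by: Eu-cAMP/anti-cAMP TR-FRET, emission 671 nm / Replicates: singlicate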
NCOA2 inhibitor = inhibits human steroid receptor coactivator 2; 0.17% of 370,000 active; HEK293 GAL4-SRC2 luciferase reporter, luminescence; Q15596; AID 651957; inhibition, % at 9 µM;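 active = inhibition above the mean inhibition of all tested compounds plus 3 SD, set per campaign, cut at about 52% in these data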;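 note: 0% = DMSO treated cells and 100% = cells given Gossypol at 36 µM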
NOD2-RIPK2 inh = NOD2-RIPK2 protein interaction inhibition. O43353. CHO BLA complementation NOD2-RIPK2, CCF4 ratio. inhibition, % at 4.98 µM. 0.38% of 360,000 active; in the data active = inhibition above about 21%;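 note: 0% = vehicle only and 100% = reference blocker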
MC4R ag barr = agonists of human melanocortin 4 receptor (MC4R) beta-arrestin | P32245 | U2OS MC4R beta-arrestin complementation, luminescence; percent of melanotan II response, DMSO zero | activation, % at 8.9 µM | 0.98% of 360,000 active | AID 540308;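 active = activation above a per-plate cutoff, the mean activation of sample wells on that plate plus 3 SD, cut at about 8% in these data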
TLR9-MyD88 inh = inhibitors of human TLR9-MyD88 binding | CHO BLA complementation TLR9-MyD88, CCF4 FRET ratio | Q9NR96+Q99836 | AID 504734 | 0.21% of 340,000 active | inhibition, % at 4.98 µM;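 active = inhibition above the mean over all tested compounds plus 3 SD, cut at about 21% in these data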;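 note: 0% = DMSO only wells and 100% = clavulanate BLA inhibitor control wells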
Numbers without * were called inactive; . = no result given. This is a subset; the hit share may differ from the screen's.

SMILES	Glyco luc inh	m5-HT2A agonist	ABHD5-PLIN5 inh	H9c2 protect	ABCB6 inh 2	MC4R antagonist	NCOA2 inhibitor	NOD2-RIPK2 inh	MC4R ag barr	TLR9-MyD88 inh
CCC(Sc1ncccn1)C(=O)Nc1cc(C)on1 (configuration not stated)	3	4	1	4	100	6	9	-10	-2.6	-8
COc1cc(O)c2c(c1)COC2=O	4	-1	-1	-9	97	-4	-8	-11	-1.6	-12
CC1=CC(C)C(COC(=O)CN2CCCCC2)C(C)C1 (configuration not stated)	4	-2	-2	0	99	12	8	-3	0.5	-1
CCCN(CCC)S(=O)(=O)c1ccc(C(=O)Nc2ccc(OCC(=O)N3CCOCC3)cc2)cc1	40*	0	1	0	93	2	16	-4	-0.3	1
CC1CN(Cc2ccc(C#N)cc2Cl)CC(C)O1 (configuration not stated)	3	-2	1	8	103	8	-9	-4	-2.5	-7
COc1ccc(CCN(C)C(=O)c2cncc(Br)c2)cc1OC	1	6	-10	-2	100	11	-9	7	-1.9	-17
O=C(O)COc1ccccc1C=NNC(=O)c1ccccc1NS(=O)(=O)c1cccs1	0	-2	-5	1	101	-2	10	-8	-1.6	-73
O=C(NC1CCCC1)C1CC(=O)N(c2ccccc2)C1 (configuration not stated)	0	-5	-1	12	98	19	0	2	-0.8	4
CCC(C)(C)NC(=O)CC(c1ccc(OC)cc1)n1cccc1 (configuration not stated)	0	1	-4	4	.	5	2	-4	-1.8	-8
Cc1ccc(S(=O)(=O)c2cc3c(=O)n4ccccc4nc3n(C)c2=N)cc1C	2	1	1	-2	96	1	-9	-5	-4.9	-6
Cc1oc(-c2ccccc2F)nc1CSCC(=O)NCc1ccc2c(c1)OCO2	1	-3	-6	-3	92	-1	-8	-3	-2.7	1
Cc1cc(C)c(NC(=O)c2ccc(CN3CCc4ccccc4C3)cc2)c(C)c1	0	1	-11	14	108	1	26	-2	-2.5	1
Cc1ccc(C(C)C)c(O)c1	-2	7	-2	1	98	3	-20	6	2.4	5
COc1ccccc1NC(=O)CCNS(=O)(=O)c1ccc2c(c1)CCN2C(C)=O	6	-4	-1	-6	91	3	-4	2	0.2	-1
O=C(Nc1nc2c(F)cc(F)cc2s1)C1COc2ccccc2O1 (configuration not stated)	0	-1	-8	-5	90	8	-22	-6	-1.0	-7
CCNC(=O)C1CCCN(C(=O)c2ccc(C(=O)OC)cc2)CC1 (configuration not stated)	2	2	0	6	98	-6	7	-6	0.3	.
O=C(c1ccc2c(=O)n(Cc3ccc4c(c3)OCO4)c(=S)[nH]c2c1)N1CCCCC1	0	5	-1	-2	96	-5	-19	0	-1.2	-6
CCN(CC)CCn1c(=N)n(CC(O)c2ccco2)c2ccccc21 (configuration not stated)	1	2	1	3	103	0	-16	-4	0.2	11
CCC1CCCCN1CC(=O)Nc1ccc2c(c1)OCCO2 (configuration not stated)	0	-2	-4	-6	91	6	5	-13	-0.8	7
C1CN(CCN2CCOCC2)CCN1	3	3	6	5	91	-1	.	-3	-1.5	6
COc1ccc(CN2CCN(c3ncccn3)CC2)c(OC)c1	1	39*	-3	3	100	5	13	3	1.9	-4
CC1CCCCN1CCCNC(=O)c1ccc(Br)cc1 (configuration not stated)	1	-1	3	8	100	-2	13	2	-1.0	5
COC(=O)C1=CN(Cc2ccccc2)C=C(C(=O)OC)C1c1ccc(OC)c(OC)c1	0	0	-18	1	96	16	17	1	1.0	-2
CCOC(=O)C1=C(C)Nc2nc(SCC)nn2C1c1ccc(OC)cc1 (configuration not stated)	-3	-9	-2	20	96	4	9	-2	1.8	-2
CCOC(=O)c1cnc2c(C)c(Cl)ccc2c1NCCCN1CCOCC1	2	-7	9	13	97	0	-54	-4	-0.1	-10
Cn1ccnc1COc1ccc(/C=N/O)cc1	1	1	-4	1	100	8	-10	-1	-0.8	-8
COc1ccc2c3c(cccc13)OC2=O	1	-3	-1	3	97	1	-1	0	-1.7	-11
CN(CC(=O)Nc1ccccc1Oc1ccccc1)Cc1ccccc1F	-8	-9	-13	-14	99	2	-24	1	-0.9	3
CC1OC(OC2C(CO)OC(OC3C(CO)OC(O)C(O)C3O)C(O)C2O)C(O)C(O)C1N[C@@H]1C=C(CO)[C@@H](O)C(O)[C@H]1O (some centres not stated)	1	3	4	-4	100	14	-33	6	-0.7	-7
COCC(C)n1c(SCC(=O)NNC(=O)c2ccc(F)cc2)nc2ccccc2c1=O (configuration not stated)	-1	2	-2	2	100	0	-4	-2	-1.2	3
COc1cccc(NC(=O)CN2C(=O)NC3(CCc4ccccc43)C2=O)c1 (configuration not stated)	0	2	5	7	93	-1	-19	8	-0.7	-15
C[C@@H]1CCCCCCCCC(=O)OCCN[C@H](C)CCCCCCCCC(=O)OCCN[C@H](C)CCCCCCCCC(=O)OCCN1	-3	1	6	-11	101	1	.	0	-0.3	-1
Cc1c2cccn2cc[n+]1C	1	3	-4	-5	104	4	-10	1	2.6	1
CC(C)NC(=O)c1ccc(C(C)C)cc1	-2	4	-1	-5	95	3	-47	-2	-1.3	8
C[C@H](O)[C@@H]1CN2CCc3c([nH]c4ccccc34)[C@@H]2C[C@@H]1N(C)C(=O)Nc1cccc2ccccc12	3	9	-11	2	101	.	0	-1	.	.
COc1ccc(C2=NOC(C(=O)NCc3cccnc3)C2)cc1 (configuration not stated)	1	3	-6	-7	101	0	4	-5	1.1	3
O=C(NCc1ccccc1)C(c1ccc(-c2ccccc2)cc1)N1CCN(c2ccccc2F)CC1 (configuration not stated)	.	1	-6	.	.	.	6	-11	.	.
Cc1ccc(OCC(O)CN2CCN(CC(O)COc3ccc(C)cc3Cl)CC2)c(Cl)c1 (configuration not stated)	-3	-5	12	-20	104	16	4	0	0.4	-10
CN(C(=O)COC(=O)Cc1ccc(Cl)cc1)C1CCCCC1	0	4	2	-2	99	5	16	-5	1.0	-7
CC1CC(=O)N(c2ccc(NCc3ccccc3Cl)c([N+](=O)[O-])c2)C1=O (configuration not stated)	-2	-5	2	-5	102	8	5	-8	-1.5	12
COc1ccc(C(=O)N2CCN(c3ncccn3)CC2)cc1[N+](=O)[O-]	1	0	6	6	106	1	4	-22	0.2	4
Cc1nnc(NC(=O)C2CCCCC2)s1	-1	2	2	1	97	1	-12	0	0.6	-2
Cc1ccc2nc(CSc3nc(C)cc(C)c3C#N)[nH]c2c1	-15	-1	-6	2	91	14	-42	10	-2.2	10
c1cnc2nc3c4ccccc4c4ccccc4c3nc2c1	19	11	7	29	196	-3	-6	-2	3.1	0
C[C@H]1CN([C@@H](C)CO)C(=O)c2cccc(NC(=O)c3cnccn3)c2O[C@@H]1CN(C)S(=O)(=O)c1ccc(F)cc1	4	2	-4	-3	102	11	.	0	-0.3	-8
S=C(Nc1ccc(Oc2ccccc2)cc1)N1CCN(c2ccccn2)CC1	-1	-6	-6	-7	97	1	-11	0	3.2	6
COc1ccc(CCN2CC(C(=O)NCc3cnn(C)c3)CCC2=O)cc1 (configuration not stated)	0	2	-3	0	98	8	2	-4	-0.4	-8
O=C(NCc1ccc2c(c1)OCO2)c1cc(-c2ccccc2)c(N2CCOCC2)s1	-2	-4	0	-3	105	3	.	-1	-2.0	-11
Nc1cnccc1Oc1cccc(C(F)(F)F)c1	1	3	-2	-3	100	1	15	3	-2.8	-14
CC(C)C(=O)NNC(=O)CSc1nnc(-c2ccccc2)c(-c2ccccc2)n1	-1	6	-4	1	96	13	13	-2	-2.1	8
O=C(c1ccc(Cl)nc1)N1CCN(C/C=C/c2ccccc2)CC1	0	-4	0	-1	99	3	4	3	-0.8	1
Nc1ccc2c3c(ccc([N+](=O)[O-])c13)CC2	-2	-2	5	-1	99	-7	-10	-3	-2.6	-3
COc1cc(NCCCn2ccc(NC(=O)OCc3ccccc3)nc2=O)cc(OC)c1OC	1	1	-16	-4	98	6	-20	0	0.0	-10
Cc1ccc(NC(=O)COC(=O)c2nn(C)cc2Cl)cc1	-2	-3	7	-6	97	2	6	0	0.1	-3
C[C@H](CO)N1C[C@H](C)[C@H](CN(C)S(=O)(=O)c2ccc(Cl)cc2)OCc2cnnn2CCCC1=O	7	1	-2	-1	107	2	8	7	-0.5	1
CCOCCCNC(=O)c1ccc2c(c1)N(Cc1ccccc1)C(=O)CS2=O (configuration not stated)	-1	6	-3	-1	100	4	3	0	-1.7	-8
CCCn1c(N)c(N(CCOC)C(=O)c2ccccc2)c(=O)[nH]c1=O	3	6	-6	-1	100	14	-17	0	0.2	3
O=C(CN1CCN(Cc2ccccc2)CC1)NC(c1ccccc1)c1ccccc1	-1	-3	4	-2	97	18	-17	-7	1.9	0
COc1ccc(NC(=O)c2cc(-c3cc(Cl)ccc3OC)n[nH]2)c(OC)c1	-1	3	5	41	96	13	4	5	3.3	.
COc1ccc(C(=O)Oc2cc3c4c(c2)C(C)=CC(C)(C)N4C(=O)C3=O)cc1OC	1	8	6	-7	91	-9	30	-4	0.8	-1

Reprinted at random: two entries already listed.
SMILES	Glyco luc inh	m5-HT2A agonist	ABHD5-PLIN5 inh	H9c2 protect	ABCB6 inh 2	MC4R antagonist	NCOA2 inhibitor	NOD2-RIPK2 inh	MC4R ag barr	TLR9-MyD88 inh
Cc1ccc2nc(CSc3nc(C)cc(C)c3C#N)[nH]c2c1	-15	-1	-6	2	91	14	-42	10	-2.2	10
Cc1ccc(NC(=O)COC(=O)c2nn(C)cc2Cl)cc1	-2	-3	7	-6	97	2	6	0	0.1	-3

(list continues)
SMILES	Glyco luc inh	m5-HT2A agonist	ABHD5-PLIN5 inh	H9c2 protect	ABCB6 inh 2	MC4R antagonist	NCOA2 inhibitor	NOD2-RIPK2 inh	MC4R ag barr	TLR9-MyD88 inh
CCOC1=C2[C@@H](CN(S(=O)(=O)c3ccc(C)cc3)[C@H]2c2ccc(CC)cc2)[C@H]2C(=O)N(C)C(=O)[C@H]2C1	-2	1	-1	-1	97	.	8	8	.	.
O=C(Nc1ccc(Cl)cc1)Nc1ccccc1CC[N+](=O)[O-]	-1	-4	-2	-20	92	5	-30	-4	-0.1	9
Cc1cc(C)n(CC(=O)N2c3ccccc3Sc3ccccc32)n1	0	1	0	11	91	17	-8	2	1.6	-4
C=CCC(=O)N1CCCC(CCC(=O)NCc2ccccc2F)C1 (configuration not stated)	4	3	-4	2	99	21	-10	-6	-1.8	-9
O=C(Nc1ccc(Cl)cc1)N1CCOCC1	3	0	-1	9	107	5	-13	3	-0.1	1
CC(=O)c1sc(NC(=O)C2(F)C(F)(F)C(F)(F)C(F)(F)C(F)(F)C2(F)F)nc1C	-10	6	-4	-23	92	7	34	1	-1.5	-6
Cc1cccc(NC(=S)N/N=C/c2ccc3c(c2)OCO3)c1	0	-2	-8	2	101	-4	-32	-3	-0.1	-6
CCN1CCC(C(N)=O)CC1	2	1	-2	9	101	2	3	-2	-2.2	-1
CN(/N=C/C=C/c1ccccc1)c1cc(=O)n(C)c(=O)[nH]1	8	2	2	12	98	-16	4	-11	-1.7	-1
